TEAD-YAP inh – TEAD-YAP interaction inhibition; HEK-TIYL cells, TEAD-Gal4/YAP UAS-luciferase luminescence; AID 1259422; 640,000 tested, 1.4% active; inhibition, % at 9.12 µM; in the data active = inhibition above about 32%;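 note: 0% = median of test compound wells and 100% = reference inhibitor wells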
GPR151 activ – activates the human receptor GPR151. Q8TDV0. PathHunter beta-arrestin GPR151 cells, luminescence. activation, % at 11.2 µM. 650,000 tested, 1% active; in the data active = activation above about 4.9%;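 note: 0% = median of compound wells and 100% = cells with positive control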
Target sequence (Q8TDV0 whole entry, looked up): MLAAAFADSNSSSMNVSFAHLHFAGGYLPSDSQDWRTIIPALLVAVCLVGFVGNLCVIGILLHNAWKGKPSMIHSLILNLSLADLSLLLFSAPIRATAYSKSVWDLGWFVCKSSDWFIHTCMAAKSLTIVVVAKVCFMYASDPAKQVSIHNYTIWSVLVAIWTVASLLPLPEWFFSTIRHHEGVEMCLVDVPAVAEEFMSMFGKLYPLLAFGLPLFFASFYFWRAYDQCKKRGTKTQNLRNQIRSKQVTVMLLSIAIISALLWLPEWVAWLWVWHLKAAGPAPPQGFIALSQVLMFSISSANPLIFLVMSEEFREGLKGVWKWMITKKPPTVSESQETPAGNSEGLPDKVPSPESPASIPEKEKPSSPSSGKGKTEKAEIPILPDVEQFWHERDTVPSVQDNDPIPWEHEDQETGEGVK
FBW7 activator – activators of human E3 ligase FBW7. Q969H0. AlphaScreen FBW7–phospho-cyclin E peptide binding, activator screen. normalized activity (activation), % at 26.1 µM. 650,000 tested, 0.13% active; in the data active = normalized activity above about 1.9%;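 note: purified mutant Fbw7 with reduced substrate affinity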
Target sequence (Q969H0 whole entry, looked up): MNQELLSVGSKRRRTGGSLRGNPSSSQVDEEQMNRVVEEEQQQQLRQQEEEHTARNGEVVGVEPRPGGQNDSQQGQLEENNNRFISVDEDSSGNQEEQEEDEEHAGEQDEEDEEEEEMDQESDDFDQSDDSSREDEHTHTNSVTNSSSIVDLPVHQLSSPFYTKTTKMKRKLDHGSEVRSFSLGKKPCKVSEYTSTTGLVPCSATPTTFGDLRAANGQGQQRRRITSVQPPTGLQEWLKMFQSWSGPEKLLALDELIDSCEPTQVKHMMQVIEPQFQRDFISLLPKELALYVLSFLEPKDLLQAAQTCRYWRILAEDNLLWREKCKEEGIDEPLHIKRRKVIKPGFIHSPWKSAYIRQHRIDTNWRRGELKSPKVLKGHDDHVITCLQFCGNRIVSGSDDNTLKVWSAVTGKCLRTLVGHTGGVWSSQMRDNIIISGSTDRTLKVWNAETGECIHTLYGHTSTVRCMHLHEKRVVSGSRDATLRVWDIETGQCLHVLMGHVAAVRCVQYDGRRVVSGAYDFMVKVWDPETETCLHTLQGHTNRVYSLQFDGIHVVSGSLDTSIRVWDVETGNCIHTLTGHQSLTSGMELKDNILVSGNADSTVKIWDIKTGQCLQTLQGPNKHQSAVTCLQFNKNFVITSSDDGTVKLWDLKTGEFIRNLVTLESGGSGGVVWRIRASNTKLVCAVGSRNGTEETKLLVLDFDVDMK
MITF inh – inhibitors of human MITF; O75030; AlphaScreen MITF homodimerization, bead proximity signal; inhibition, % at 2.6 µM; 650,000 tested, 0.91% active; AID 1259374; in the data active = inhibition above about 50%;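 note: 0% = vehicle wells with protein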
Starred values were filed as active, the others as inactive.

Screening O=C(O)c1cc(NC(=O)C(c2ccccc2)c2ccccc2)cc(C(=O)O)c1 returned TEAD-YAP inh -3, GPR151 activ -1.4, FBW7 activator 0.0 and MITF inh -4.
O=C(COc1ccc(-c2ccccc2)cc1)NC1=NCCS1 was read as TEAD-YAP inh -25, GPR151 activ -3.7, FBW7 activator 0.0 and MITF inh -10.
Screening CCCC(c1nnnn1C(C)(C)C)N(CCCO)Cc1cc2cc(C)ccc2[nH]c1=O (centres undefined) returned TEAD-YAP inh 12, GPR151 activ -1.2, FBW7 activator 0.2 and MITF inh 12.
Cc1ccc(OCC(=O)Nc2ccc(S(=O)(=O)NC(C)C)cc2)c(Br)c1 was read as TEAD-YAP inh 4, GPR151 activ 0.3, FBW7 activator -0.2 and MITF inh -6.
Screening COc1ccc(OC)c(S(=O)(=O)NCCc2sc(-c3cccnc3)nc2C)c1 returned TEAD-YAP inh 1, GPR151 activ 0.0, FBW7 activator 0.6 and MITF inh 12.
`COc1ccc(Nc2nc3ccccc3n3cnnc23)cc1Cl` gave TEAD-YAP inh 18, GPR151 activ -0.7, FBW7 activator 0.4 and MITF inh 11.
For CC(=O)Nc1cnn(-c2ccc(C(=O)N(Cc3ccccc3)C[C@@H]3CCC(=O)N3)cc2)c1 the results were TEAD-YAP inh -1, GPR151 activ -1.5, FBW7 activator -0.2 and MITF inh 2.
For Cc1ccccc1Nc1nnc(SCC(=O)N(C)C2CCS(=O)(=O)C2)s1 (centres undefined) the results were TEAD-YAP inh 0, GPR151 activ 0.4, FBW7 activator 0.2 and MITF inh 5.
Screening COc1ccc(CCNC(=O)Cc2cn(-c3ccc(Nc4ccc(C(F)(F)F)cc4)nn3)c3ccccc23)cc1 returned TEAD-YAP inh -8, GPR151 activ 1.3, FBW7 activator 0.1 and MITF inh 6.
O=c1cc(NCc2cccs2)[nH]c(=O)n1-c1ccc(Br)cc1 was read as TEAD-YAP inh 0, GPR151 activ 0.7, FBW7 activator -0.1 and MITF inh 12.
COc1ccc2oc(C(=O)c3ccccc3)c(NC(=O)CN3CCN(C)CC3)c2c1 was read as TEAD-YAP inh -1, GPR151 activ -0.4, FBW7 activator -0.1 and MITF inh -22.
Screening Cc1ccc2c(c1)-c1c(ssc1=S)C(C)(C)N2C(=O)CSC#N returned TEAD-YAP inh -2, GPR151 activ 2.2, FBW7 activator -0.3 and MITF inh 17.
`CCOC(=O)Nc1ccc2c(c1)N(C(=O)N(CC)CC)c1ccccc1CC2` gave TEAD-YAP inh -3, GPR151 activ -0.7, FBW7 activator -0.1 and MITF inh 2.
For C=CCN1CCN(C(c2ccc(Cl)cc2)c2nnnn2C(C)(C)C)CC1 (centres undefined) the results were TEAD-YAP inh -6, GPR151 activ 0.0, FBW7 activator 0.1 and MITF inh 10.
Screening COc1ccc(Cl)cc1Nc1nc(-c2c(C)nc3sccn23)cs1 returned TEAD-YAP inh 3, GPR151 activ 0.3, FBW7 activator 0.1 and MITF inh 9.
Screening COc1ccc(N2CCN(CCNC(=O)c3oc(=O)c4ccccc4c3-c3ccc(C)cc3)CC2)cc1 returned TEAD-YAP inh -15, GPR151 activ 0.6, FBW7 activator -0.1 and MITF inh 15.
Screening CCc1nccn1S(=O)(=O)c1ccc(Cl)c(C)c1Cl returned TEAD-YAP inh 6, GPR151 activ 0.2, FBW7 activator 0.0 and MITF inh 4.
CC(=O)c1ccc(C(C)(C)C)cc1NC(=O)c1ccc(Br)cc1 was read as TEAD-YAP inh -1, GPR151 activ -1.0, FBW7 activator 0.3 and MITF inh 5.
For CN(C(=O)CSc1nnnn1-c1ccc(O)cc1)C1CCCCC1 the results were TEAD-YAP inh 12, GPR151 activ 0.5, FBW7 activator 0.0 and MITF inh 4.
For CCc1cccc2c(C(=O)C(NCCOC)c3ccccc3)c[nH]c12 (centres undefined) the results were TEAD-YAP inh -12, GPR151 activ -1.0, FBW7 activator 0.1 and MITF inh 14.
COc1ccc(CCNC(=O)c2cccc(-c3ccc(OC)nc3)c2)cc1 was read as TEAD-YAP inh 11, GPR151 activ 1.8, FBW7 activator 0.1 and MITF inh -1.
For Cc1nnc(-c2ccccc2)c(=O)n1/N=C/c1ccc(O)c(O)c1 the results were TEAD-YAP inh 4, GPR151 activ -0.2, FBW7 activator 0.0 and MITF inh 13.
Screening CCc1nnc(NC(=O)c2ccccc2SCc2c(C)noc2C)s1 returned TEAD-YAP inh 2, GPR151 activ 2.9, FBW7 activator -0.1 and MITF inh 6.
Screening COc1ccc(Cl)cc1C1=N/C(=C/c2ccccc2[N+](=O)[O-])C(=O)O1 returned TEAD-YAP inh 1, GPR151 activ 3.9, FBW7 activator 0.3 and MITF inh 11.
`COc1ccc(/C=C/C(=O)Oc2ccc3c(C)cc(=O)oc3c2)cc1OC` gave TEAD-YAP inh 4, GPR151 activ 1.5, FBW7 activator 0.0 and MITF inh 1.
`CC(=O)Nc1cccc(-c2cnc(NCc3ccc(Cl)c(Cl)c3)c3nccn23)c1` gave TEAD-YAP inh 1, GPR151 activ 1.2, FBW7 activator -0.1 and MITF inh -8.
Screening Cn1c(=O)n(C)c2cc(/C=C3/C(=O)NN(c4cccc(C(F)(F)F)c4)C3=O)ccc21 returned TEAD-YAP inh -8, GPR151 activ -1.4, FBW7 activator 0.8 and MITF inh 7.
For CCSc1nnc(NC(=O)c2c(OC)cccc2OC)s1 the results were TEAD-YAP inh 7, GPR151 activ 0.5, FBW7 activator 0.7 and MITF inh 7.
Screening COc1cccc(CC2(CO)CCCN(CCCn3cccn3)C2)c1 (centres undefined) returned TEAD-YAP inh -1, GPR151 activ -1.8, FBW7 activator -0.3 and MITF inh -1.
`Cc1no[n+]([O-])c1COc1ccc(/C=C2\N=C(c3ccccc3)OC2=O)cc1` gave TEAD-YAP inh 11, GPR151 activ 0.2, FBW7 activator 0.0 and MITF inh 11.
Screening C=CCOc1ccc(C2/C(=C(\O)c3ccc(S(=O)(=O)N(C)C)cc3)C(=O)C(=O)N2CCCN(C)C)cc1OC (centres undefined) returned TEAD-YAP inh -4, GPR151 activ 0.9, FBW7 activator -0.1 and MITF inh -8.
For C=CCN1C(=O)/C(=C/c2ccc(OC(C)=O)c(OCC)c2[N+](=O)[O-])SC1=S the results were TEAD-YAP inh 37*, GPR151 activ 0.2, FBW7 activator -0.5 and MITF inh 21.
CCOC(=O)c1ccc(-n2nnnc2C(c2ccccc2Cl)N2CCOCC2)cc1 (centres undefined) was read as TEAD-YAP inh -5, GPR151 activ 1.0, FBW7 activator 0.0 and MITF inh -17.
O=C(CCn1c(=O)oc2ccccc21)Nc1cccc(C(F)(F)F)c1 was read as TEAD-YAP inh -3, GPR151 activ -0.6, FBW7 activator -0.3 and MITF inh 2.
For CCOc1cc(/C=N/O)cc(Cl)c1OC the results were TEAD-YAP inh -10, GPR151 activ -1.5, FBW7 activator -0.1 and MITF inh -1.
CC[C@@H](Cn1nc(-c2cccs2)ccc1=O)NC(=O)c1n[nH]c(=O)c2ccccc12 was read as TEAD-YAP inh -4, GPR151 activ 1.1, FBW7 activator 0.0 and MITF inh 0.
Screening CS(=O)(=O)c1ccccc1C(=O)Nc1nc(-c2ccc(C#N)cc2)cs1 returned TEAD-YAP inh 34*, GPR151 activ 0.5, FBW7 activator 0.1 and MITF inh 4.
Screening O=C(Nc1ncnc2c1CCC2)c1ccc(S(=O)(=O)N2CCc3ccccc3C2)cc1 returned TEAD-YAP inh -2, GPR151 activ -1.4, FBW7 activator 0.5 and MITF inh -4.
CC(C)CCn1c(=O)c2sccc2n2c(CCCC(=O)N3CCN(c4ccccc4)CC3)nnc12 was read as TEAD-YAP inh 2, GPR151 activ -0.9, FBW7 activator -0.1 and MITF inh 13.
For Cc1cc([N+](=O)[O-])ccc1NC(=O)c1ccc(Cl)cc1Cl the results were TEAD-YAP inh -9, GPR151 activ 0.2, FBW7 activator 0.5 and MITF inh 1.
Screening CN1C(=O)CC(N2CCN(C/C=C\c3ccccc3)CC2)C1=O (centres undefined) returned TEAD-YAP inh 6, GPR151 activ 1.1, FBW7 activator -0.2 and MITF inh -5.
Screening COc1ccc(CN2CCN(Cc3ccon3)CC2CCO)c(C)c1C (centres undefined) returned TEAD-YAP inh 4, GPR151 activ -0.2, FBW7 activator 0.1 and MITF inh -4.
For COc1ccc(Nc2cc(C)nc3ccccc23)cc1 the results were TEAD-YAP inh 6, GPR151 activ 0.3, FBW7 activator 0.0 and MITF inh 5.
`Cc1nc(N2CCOCC2)c2c3c(sc2n1)CCCC3` gave TEAD-YAP inh -6, GPR151 activ 2.6, FBW7 activator -0.1 and MITF inh 2.
For Nc1cccc(-c2nc(NC3CC3)c3ncn(Cc4ccc(C(F)(F)F)cc4)c3n2)c1 the results were TEAD-YAP inh -9, GPR151 activ -0.6, FBW7 activator 0.2 and MITF inh 3.
For Cc1ccc(C(=O)N/C(=C/c2cccs2)C(=O)NCc2ccc3c(c2)OCO3)cc1C the results were TEAD-YAP inh 11, GPR151 activ 1.4, FBW7 activator 0.1 and MITF inh 5.
`COc1cc(OC)cc(-c2cc3nc4c(c(=O)n3[nH]2)CCC4)c1` gave TEAD-YAP inh -1, GPR151 activ 0.7, FBW7 activator 0.3 and MITF inh -15.
Screening O=C(NCCc1ccncc1)C1CCN(C(=O)NCc2cccs2)CC1 returned TEAD-YAP inh 6, GPR151 activ -0.1, FBW7 activator -0.2 and MITF inh -3.
`CCOc1ccccc1NC(=O)Nc1cccn(Cc2ccccc2Br)c1=O` gave TEAD-YAP inh 8, GPR151 activ 0.2, FBW7 activator 0.0 and MITF inh 5.
For COCCn1c(C)cc(C(=O)COC(=O)c2ccccc2Nc2ccccc2)c1C the results were TEAD-YAP inh 75*, GPR151 activ -1.1, FBW7 activator 0.4 and MITF inh 13.
`Cc1cccn2c(CNC3CCN(c4ccccc4F)CC3)c(C(=O)N3CCCCC3)nc12` gave TEAD-YAP inh 2, GPR151 activ 0.3, FBW7 activator -0.2 and MITF inh -8.
Cc1cc2nc3s/c(=C/c4ccncc4)c(=O)n3c2cc1C was read as TEAD-YAP inh -23, GPR151 activ -0.8, FBW7 activator 0.0 and MITF inh -7.
For CC(C)c1ccc(NC(=O)/C=C/C(=O)O)cc1 the results were TEAD-YAP inh 3, GPR151 activ 0.0, FBW7 activator 0.0 and MITF inh 3.
For CCOc1cc(CN2CCN(c3ccc(C(C)=O)cc3)CC2)ccc1OC the results were TEAD-YAP inh -8, GPR151 activ 0.9, FBW7 activator 0.0 and MITF inh 35.
O=C(Nc1c(C(=O)Nc2ccc(Cl)cc2)cnn1-c1ccccc1)c1cccc(F)c1 was read as TEAD-YAP inh 16, GPR151 activ 1.3, FBW7 activator -0.3 and MITF inh 7.
C=CCn1c(SCC(=O)Nc2nnc(CC)s2)nnc1-c1ccco1 was read as TEAD-YAP inh -8, GPR151 activ -1.0, FBW7 activator 0.1 and MITF inh -10.
Cn1nc(C2CC2)cc1Nc1cc(Nc2ccc(N3CCOCC3)cc2)ncc1C(F)(F)F was read as TEAD-YAP inh -5, GPR151 activ -1.3, FBW7 activator 0.2 and MITF inh 13.
`CCOC(=O)c1c(-c2ccccc2)oc2ccc(OC(=O)c3cccs3)cc12` gave TEAD-YAP inh -7, GPR151 activ 2.7, FBW7 activator -0.2 and MITF inh 2.
Cc1ccc(N2C(=O)C3C(C2=O)C2(C4OCCO4)C=CC3(C)O2)cc1 (centres undefined) was read as TEAD-YAP inh 1, GPR151 activ -0.9, FBW7 activator 0.9 and MITF inh 5.
For C=CCn1c(SCC(=O)c2ccc(CC)cc2)nnc1-c1cccc(OC)c1 the results were TEAD-YAP inh 2, GPR151 activ -1.0, FBW7 activator -0.1 and MITF inh -16.
CC(=O)Nc1ccc(Nc2nc(-c3cccs3)nc3nc[nH]c23)cc1 was read as TEAD-YAP inh -2, GPR151 activ -1.8, FBW7 activator 0.3 and MITF inh 19.
Screening O=C1C(c2ccccc2)=C(c2ccccc2)N/C1=C\C(=O)c1ccc(Br)cc1 returned TEAD-YAP inh -1, GPR151 activ 0.4, FBW7 activator -0.1 and MITF inh -8.

For convenience, part of the list above.
For CCOc1cc(CN2CCN(c3ccc(C(C)=O)cc3)CC2)ccc1OC the results were TEAD-YAP inh -8, GPR151 activ 0.9, FBW7 activator 0.0 and MITF inh 35.
O=C(Nc1c(C(=O)Nc2ccc(Cl)cc2)cnn1-c1ccccc1)c1cccc(F)c1 was read as TEAD-YAP inh 16, GPR151 activ 1.3, FBW7 activator -0.3 and MITF inh 7.
C=CCn1c(SCC(=O)Nc2nnc(CC)s2)nnc1-c1ccco1 was read as TEAD-YAP inh -8, GPR151 activ -1.0, FBW7 activator 0.1 and MITF inh -10.
Cn1nc(C2CC2)cc1Nc1cc(Nc2ccc(N3CCOCC3)cc2)ncc1C(F)(F)F was read as TEAD-YAP inh -5, GPR151 activ -1.3, FBW7 activator 0.2 and MITF inh 13.
`CCOC(=O)c1c(-c2ccccc2)oc2ccc(OC(=O)c3cccs3)cc12` gave TEAD-YAP inh -7, GPR151 activ 2.7, FBW7 activator -0.2 and MITF inh 2.
Cc1ccc(N2C(=O)C3C(C2=O)C2(C4OCCO4)C=CC3(C)O2)cc1 (centres undefined) was read as TEAD-YAP inh 1, GPR151 activ -0.9, FBW7 activator 0.9 and MITF inh 5.
For C=CCn1c(SCC(=O)c2ccc(CC)cc2)nnc1-c1cccc(OC)c1 the results were TEAD-YAP inh 2, GPR151 activ -1.0, FBW7 activator -0.1 and MITF inh -16.
CC(=O)Nc1ccc(Nc2nc(-c3cccs3)nc3nc[nH]c23)cc1 was read as TEAD-YAP inh -2, GPR151 activ -1.8, FBW7 activator 0.3 and MITF inh 19.
Screening O=C1C(c2ccccc2)=C(c2ccccc2)N/C1=C\C(=O)c1ccc(Br)cc1 returned TEAD-YAP inh -1, GPR151 activ 0.4, FBW7 activator -0.1 and MITF inh -8.
